esBAF inh: SWI/SNF esBAF complex inhibition; mouse ES cells, Bmi1-luciferase knock-in reporter, 24 h; 100% = twice the neutral-well signal; reporter increase, % at 12.5 µM; hit rate 2% among 350,000; AID 602393; in the data active means activation above about 40%;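 further: 0% = median of the plate's neutral control wells and 100% = double that signal; a rise in the Bmi1 reporter signal indicates esBAF inhibition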
SIRT5 inh: sirtuin-5 (human) deacylase inhibition; hit rate 1.1% among 330,000; inhibition, % at 15 µM; Purified SirT5, succinyl-peptide AMC, trypsin-coupled fluorescence; Q9NXA8; in the data active means inhibition above about 15%
Target sequence (Q9NXA8 whole entry, looked up): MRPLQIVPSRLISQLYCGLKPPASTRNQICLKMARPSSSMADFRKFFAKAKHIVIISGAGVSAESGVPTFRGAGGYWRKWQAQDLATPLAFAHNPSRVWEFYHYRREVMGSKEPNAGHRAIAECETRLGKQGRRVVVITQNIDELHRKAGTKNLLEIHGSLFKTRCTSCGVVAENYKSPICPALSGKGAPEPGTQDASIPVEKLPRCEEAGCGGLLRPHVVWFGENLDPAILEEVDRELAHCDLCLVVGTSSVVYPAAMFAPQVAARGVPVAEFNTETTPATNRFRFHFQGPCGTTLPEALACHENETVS
S100A4 inh HTS: inhibitors of human S100A4 binding to myosin IIA peptide. inhibition, % at 10.7 µM. S100A4/TAMRA-MyoIIA peptide fluorescence polarization. P26447. hit rate 0.14% among 360,000;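 active means mean inhibition of at least 70% across replicates, with every replicate also reaching that level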
Target sequence (P26447 whole entry, looked up): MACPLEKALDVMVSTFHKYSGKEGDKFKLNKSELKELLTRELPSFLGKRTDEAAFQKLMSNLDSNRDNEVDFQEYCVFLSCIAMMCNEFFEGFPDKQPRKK
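assay system = human S100A4 monomer with TAMRA-labelled myosin IIA peptide | also added = labelled myosin peptide probe, 5 nM | incubation = 5 min between mix addition and reading | control set = DMSO and TFP controls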
LGR2 inh: Drosophila LGR2 receptor signaling inhibition; hit rate 0.35% among 380,000; HEK293 LGR2, CRE-luciferase, bursicon-stimulated, 4 h; AID 720647; inhibition, % at 9.99 µM;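 active means drop in luminescence signal, shown as inhibition above about 50% in the replicate tests, limit read from the data, passing the limit was not always enough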;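 further: agonist challenge used bursicon conditioned medium at about half maximal strength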
Casp6 inh: inhibitors of human caspase-6; P55212; purified caspase-6, Z-VEID-R110 cleavage fluorescence; inhibition, % at 12.5 µM; hit rate 0.53% among 350,000; AID 686996;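 active means mean inhibition across replicates at least about 35%, with every replicate also reaching that limit, limit read from the data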;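 further: 0% = median of neutral control wells and 100% = no fluorescence left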
Target sequence (P55212 24-179 limits assumed): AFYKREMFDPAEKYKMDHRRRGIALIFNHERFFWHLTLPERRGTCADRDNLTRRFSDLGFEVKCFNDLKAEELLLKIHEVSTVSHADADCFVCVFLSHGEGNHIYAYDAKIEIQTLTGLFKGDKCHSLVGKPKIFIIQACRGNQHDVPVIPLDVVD
Target sequence (P55212 194-293 limits assumed): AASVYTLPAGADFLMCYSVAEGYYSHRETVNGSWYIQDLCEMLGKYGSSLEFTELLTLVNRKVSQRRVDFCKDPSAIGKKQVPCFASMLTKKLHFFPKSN
C2C12 statin: suppression of simvastatin myotoxicity; C2C12 myotubes + simvastatin, ATP luminescence, 48 h; scaled: DMSO 0, geranylgeraniol control 100; rescue of ATP level, % at 7.49 µM; hit rate 0.78% among 330,000; AID 602340;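 active means mean ATP rescue above about 67%, or every replicate alone reaching that limit, limit read from the data, passing the limit was not always enough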;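 further: myotubes were challenged with 10 µM simvastatin during compound exposure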
FN deposition inh: fibronectin deposition inhibition; AH1F fibroblasts, Alexa488-fibronectin deposition fluorescence, overnight; inhibition, % at 12.6 µM; hit rate 0.086% among 350,000; AID 743247;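 active means mean inhibition across replicates of 30% or more, regardless of how many single replicates reach that level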;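 further: positive control wells lacked labelled fibronectin entirely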
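Assay system: AH1F fibroblasts / Quantity: 10000 cells per well / Medium: DMEM plus 2% serum, read in PBS / Reagent: labelled fibronectin 24 nM / Dosing: single dose, pinned / Times: 1 h cell attachment, overnight exposure to compound and label / Signal: fluorescence, ex 485 nm, em 525 nm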
* hit, by the source's call; x = no result given. Only part of the results is shown; the hit share may differ from the screen's.

Labels used below – A = esBAF inh; B = SIRT5 inh; C = S100A4 inh HTS; D = LGR2 inh; E = Casp6 inh; F = C2C12 statin; G = FN deposition inh
O=C(NCCc1c[nH]c2ccccc12)C1CCCN(S(=O)(=O)c2ccccc2)C1 (stereo not given)
  A = -1	B = 0	C = -3	D = 2	E = 0	F = -3	G = 2

C/C=C/c1ccc([C@@H]2[C@@H](C#N)N(c3nc(-c4ccccc4)cs3)[C@@H]2CO)cc1
  A = -2	B = -2	C = -20	D = -4	E = 2	F = -12	G = 0

O=C(C[C@@H]1C=C[C@H](NC(=O)c2ccc3c(c2)OCO3)[C@@H](CO)O1)NCc1ccc(F)cc1
  A = 2	B = 1	C = 6	D = -3	E = -1	F = 2	G = -11

COCCNC(=O)C[C@@H]1C[C@@H]2c3cc(NC(=O)Nc4ccccc4F)ccc3O[C@@H]2[C@H](CO)O1
  A = -1	B = x	C = x	D = -3	E = x	F = -2	G = -6

O=C(Nc1ccc(F)cc1)c1ccccc1NC(=O)C1CCCCC1C(=O)O (stereo not given)
  A = 9	B = -1	C = -6	D = -7	E = -1	F = 30	G = 2

Cc1ccc(-n2c(O)c(/C=N/c3ncn[nH]3)c3ccccc3c2=O)cc1
  A = x	B = 0	C = -9	D = 9	E = 28	F = x	G = -4

O=C(COc1nnnc2ccccc12)N1CCCc2ccccc21
  A = 1	B = x	C = x	D = x	E = x	F = 5	G = 1

O=c1cc(-c2ccccc2O)nc(-c2ccccc2)[nH]1
  A = x	B = -1	C = -1	D = -19	E = 0	F = x	G = 7

C[C@@H]1CN([C@H](C)CO)C(=O)Cc2cc(NC(=O)Nc3ccc(F)cc3)ccc2O[C@@H]1CN(C)Cc1ccc(Oc2ccccc2)cc1
  A = -4	B = -2	C = -8	D = 6	E = 0	F = -151	G = x

COc1ccc(Oc2nc3c(C)cccn3c(=O)c2/C=C(\C#N)C(N)=O)cc1
  A = x	B = -1	C = -9	D = 5	E = 2	F = x	G = -3

CCCCN(Cc1cccs1)S(=O)(=O)c1ccc(-c2ccc(=O)[nH]n2)s1
  A = 3	B = 0	C = 15	D = 7	E = 2	F = 14	G = -12

CCc1nc2ccccc2c(=O)n1NC(=O)c1c(O)c2ccccc2n(CC)c1=O
  A = x	B = 4	C = -7	D = -3	E = 1	F = x	G = 1

CCCn1c(O)c(N=NC(=O)CNC(=O)c2ccncc2)c2ccccc21
  A = 4	B = -3	C = -3	D = -15	E = 3	F = -11	G = 0

CC1(C)Cc2c(sc(NC(=O)c3ccc(S(=O)(=O)N4CCCC4)cc3)c2C#N)C(C)(C)N1
  A = -4	B = 1	C = -2	D = 0	E = -1	F = 2	G = -1

C=CCNC(=O)c1c[nH]c2ccc(S(=O)(=O)N(C)c3ccc(OCC)cc3)cc2c1=O
  A = -7	B = -2	C = -3	D = 14	E = 5	F = -6	G = -4

Cc1cc(NC(=S)Nc2ccc(C)c(Cl)c2)n[nH]1
  A = x	B = 2	C = 1	D = -64	E = 1	F = x	G = 14

Cc1oc2c(c(C)cc3oc(=O)c(CC(=O)NCCCN4CCCC4=O)c(C)c32)c1C
  A = 16	B = x	C = 2	D = x	E = 4	F = 16	G = x

COC(=O)C1CC(O)C(O)C(O)C1 (stereo not given)
  A = -1	B = 0	C = -10	D = 2	E = 1	F = -13	G = x

S=C(NCc1cccnc1)NCc1cccnc1
  A = 0	B = -13	C = -1	D = -10	E = -2	F = -4	G = -16

C=CCC1CCCCC1=C(C#N)c1ccccc1 (stereo not given)
  A = 4	B = x	C = -5	D = 2	E = -3	F = 2	G = 1

N/C(=N\OC(=O)c1ccccc1Cl)c1ccccn1
  A = -72	B = 5	C = -1	D = 95*	E = 0	F = -75	G = x

C[C@H](CO)N1C[C@H](C)[C@@H](CN(C)Cc2ccc(-c3ccccc3)cc2)Oc2c(NC(=O)NC3CCCCC3)cccc2C1=O
  A = 1	B = 3	C = 7	D = x	E = -3	F = -28	G = -17

CCc1ccc(NC(=O)C2CC(=O)N=C(N)S2)cc1 (stereo not given)
  A = -1	B = x	C = x	D = x	E = x	F = 2	G = -5

CCCNC(=O)N1C[C@H]2[C@@H](c3ccccc31)[C@@H](CO)N2C(=O)Cc1ccccn1
  A = -9	B = -7	C = 3	D = -10	E = 2	F = 0	G = x

Cc1ccc(-n2ncc3c(Nc4cccc(C(=O)O)c4)ncnc32)cc1
  A = 57*	B = x	C = 0	D = x	E = x	F = -4	G = -4

CCCC1CC(C(=O)Nc2ccccc2)C(=O)O1 (stereo not given)
  A = -2	B = 0	C = -2	D = 6	E = 0	F = 6	G = 3

COc1ccccc1CCn1cnc(-c2cccc(Br)c2)c1CC(C)C
  A = x	B = x	C = 3	D = 28	E = -3	F = x	G = -5

c1ccc(-c2ccc(C3=Nn4c(nnc4-c4cc(-c5ccccc5)n[nH]4)SC3)cc2)cc1
  A = 2	B = 2	C = -1	D = -1	E = 0	F = 49	G = x

CCc1cc(-c2nnc(SCC(=O)NC3CC3)n2C)cs1
  A = 4	B = -5	C = -7	D = -1	E = 1	F = 4	G = -2

O=C(NCCCNC(=O)c1cnccn1)c1cccc(F)c1
  A = -8	B = -4	C = -4	D = -3	E = 0	F = 4	G = -2

Profiles, looked up by structure.
Results for C=CCC1CCCCC1=C(C#N)c1ccccc1 (stereo not given) → esBAF inh: 4; SIRT5 inh: x; S100A4 inh HTS: -5; LGR2 inh: 2; Casp6 inh: -3; C2C12 statin: 2; FN deposition inh: 1
Results for CCCn1c(O)c(N=NC(=O)CNC(=O)c2ccncc2)c2ccccc21 → esBAF inh: 4; SIRT5 inh: -3; S100A4 inh HTS: -3; LGR2 inh: -15; Casp6 inh: 3; C2C12 statin: -11; FN deposition inh: 0

The list goes on.
Labels used below – A = esBAF inh; B = SIRT5 inh; C = S100A4 inh HTS; D = LGR2 inh; E = Casp6 inh; F = C2C12 statin; G = FN deposition inh
COc1cccc(CN2CCc3[nH]c(=S)[nH]c(=O)c3C2)c1
  A = -5	B = -1	C = -1	D = -7	E = 41*	F = -2	G = 0

O=c1c(C(c2ccc(F)cc2)c2c(O)nc3n(c2=O)CCS3)c(O)nc2n1CCS2
  A = x	B = 0	C = 2	D = -5	E = 1	F = x	G = 4

Nc1cc(N)cc(C(=O)Nc2ccc3c(c2)C(=O)NC3=O)c1
  A = -12	B = -3	C = 1	D = -18	E = 2	F = 2	G = -2

Cc1noc(C)c1COc1cccc(C(=O)N2CCc3ccccc32)c1
  A = 0	B = 0	C = -18	D = -15	E = 0	F = 0	G = -11

Cc1ccc(NC(=O)C(C)OC(=O)Cc2c[nH]c3ccccc23)cc1S(=O)(=O)N1CCOCC1 (stereo not given)
  A = 1	B = 4	C = -12	D = 2	E = -77	F = -3	G = 3

O=C(NCc1cccnc1)C1CCCN1S(=O)(=O)c1ccc(Cl)cc1 (stereo not given)
  A = 1	B = -1	C = 1	D = 16	E = -3	F = 4	G = -4

COCC(=O)N1CCC2(CC1)CN(C(=O)c1ccccn1)[C@@H](CO)c1c2c2ccc(OC)cc2n1C
  A = x	B = 0	C = 2	D = -5	E = -5	F = x	G = 11

COc1ccc(CN(C)C[C@H]2OCCCC[C@H](C)Oc3ccc(NC(=O)Nc4c(C)noc4C)cc3C(=O)N([C@@H](C)CO)C[C@H]2C)cc1
  A = -2	B = 3	C = 12	D = -23	E = 0	F = x	G = x

C[C@H]1CN([C@@H](C)CO)C(=O)c2cc(C#Cc3ccncc3)cnc2O[C@@H]1CN(C)S(=O)(=O)c1ccccc1F
  A = -3	B = -3	C = -6	D = 9	E = 0	F = 20	G = x

Cn1cc([N+](=O)[O-])c(C(=O)NC2CCCCCCC2)n1
  A = 6	B = -1	C = 3	D = 2	E = -1	F = 1	G = x

CC(C)(C)OC(=O)N1CCc2onc(-c3ccccc3F)c2C1=O
  A = 0	B = -5	C = 4	D = 0	E = -1	F = 2	G = 16

Cc1cc(NC(=O)C2CCCCC2)ncc1NC(=O)c1ccccn1
  A = x	B = -2	C = 1	D = -14	E = 0	F = x	G = -2

CCC(=O)Nc1c(-c2ccc(C)cc2)nc2ccc(C)cn12
  A = -1	B = -8	C = -3	D = -3	E = -1	F = -1	G = -6

C[C@@H]1CN([C@@H](C)CO)C(=O)c2cc(NS(=O)(=O)c3ccccc3)ccc2O[C@@H]1CN(C)CC1CC1
  A = -1	B = 1	C = -36	D = 2	E = -2	F = 6	G = x

CC(C)NC(=O)N(C)C[C@H]1OCCCC[C@H](C)Oc2ccc(NC(=O)Nc3cccc4ccccc34)cc2C(=O)N([C@H](C)CO)C[C@@H]1C
  A = -2	B = 1	C = -7	D = -1	E = -2	F = x	G = 11

CC(C)c1cc(C(=O)N/N=C/c2ccoc2)cs1
  A = x	B = 0	C = -3	D = -15	E = -5	F = x	G = 0

O=C1C(=O)N(Cc2cccnc2)C(c2ccccn2)/C1=C(/O)c1ccccc1 (stereo not given)
  A = 4	B = x	C = x	D = x	E = x	F = 135*	G = 7

O=C(C[C@@H]1C[C@@H]2c3cc(NC(=O)Nc4ccccc4F)ccc3O[C@@H]2[C@H](CO)O1)NCC(F)(F)F
  A = 1	B = -2	C = -6	D = -7	E = 1	F = 4	G = x

Cc1cccc(C)c1OCc1cc(C(=O)N(C)Cc2nc3ccccc3[nH]2)no1
  A = 13	B = 6	C = 0	D = -9	E = 2	F = -15	G = 4

CC(c1ccc2c(c1)OCO2)n1c(=S)[nH]c2ccccc2c1=O (stereo not given)
  A = -5	B = -3	C = -3	D = -13	E = 0	F = -1	G = -4

CCN1C(=O)[C@H]2[C@@H](c3ccc(OC)cc3)N3C(=O)CN(CCOC)C(=O)[C@@]3(C)[C@H]2C1=O
  A = -8	B = -5	C = -2	D = x	E = 3	F = 9	G = -10

CON/C=C(\C=Nc1ccccc1)c1ncc(C(F)(F)F)cc1Cl
  A = -1	B = x	C = x	D = x	E = x	F = 10	G = -4

COc1ccccc1CNC(=O)CN1C(=O)C(C)N(c2ccc(C)cc2)C1=O (stereo not given)
  A = 4	B = x	C = x	D = x	E = x	F = 4	G = 1

CC(C)(C)n1nnnc1C(c1cccc(C#N)c1)N1CCCc2ccccc21 (stereo not given)
  A = -7	B = -1	C = 0	D = 8	E = -3	F = -7	G = x

O=C([C@@H]1[C@@H](CO)[C@@H]2Cn3c(ccc(C4=CCCC4)c3=O)[C@H]1N2C(=O)c1cccnc1)N1CCOCC1
  A = -2	B = 0	C = -5	D = 13	E = 6	F = -11	G = 0

O=C(NCc1ccccc1)N1CCN(CCO)CC1
  A = 2	B = 0	C = 6	D = 16	E = 0	F = 3	G = 4

CCCC#Cc1ccc([C@@H]2[C@H](CO)N3C(=O)CN(C(=O)Nc4cccc(F)c4)C[C@@H]23)cc1
  A = x	B = 9	C = 14	D = 17	E = 1	F = x	G = -2

Nc1[nH]nc2ncc3cc4ccccc4nc3c12
  A = x	B = 1	C = -4	D = 10	E = 1	F = x	G = -12

Cc1cccc(Cn2c(C)nc3c(N)c(C)c(C)cc32)c1
  A = -2	B = -4	C = 8	D = -1	E = -1	F = 5	G = 2

CSc1nc(N)nc(SCC(=O)Nc2ccc(Cl)cc2)c1C#N
  A = 12	B = x	C = x	D = 14	E = x	F = -13	G = 1

CC1=C([N+](=O)[O-])C(c2ccccc2)NC(=O)N1 (stereo not given)
  A = -5	B = 4	C = 1	D = 13	E = -1	F = -7	G = 2

CS(=O)(=O)N1CCN(C(=O)CCc2ccccc2)CC1
  A = -4	B = -6	C = -3	D = -7	E = 1	F = -1	G = 3

CC1(NC(=O)CN2CCN(c3cnn(-c4ccccc4)c(=O)c3Cl)CC2)CCS(=O)(=O)C1 (stereo not given)
  A = 4	B = 10	C = -4	D = 10	E = -2	F = -3	G = -4

O=C(NCCc1c[nH]c2ccccc12)C(=O)NCC1CCCO1 (stereo not given)
  A = 3	B = 1	C = -2	D = 8	E = -4	F = 5	G = 1

High-throughput results as filed in PubChem BioAssay.
